Screening data from PubChem BioAssay.
PP5 primary: PP5 phosphatase inhibitors, primary screen, biochemical, fluorescence; purified PP5c, OMFP substrate fluorescence; inhibition, % at 6.7 µM; actives 0.18% (n = 320,000);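 active = inhibition above the campaign's mean inhibition across all tested compounds plus 3 SD, cut at about 9.5% in these data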;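 also: 0% = DMSO only and 100% = 100 µM cantharidin control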
Target sequence (P53041 whole entry, looked up): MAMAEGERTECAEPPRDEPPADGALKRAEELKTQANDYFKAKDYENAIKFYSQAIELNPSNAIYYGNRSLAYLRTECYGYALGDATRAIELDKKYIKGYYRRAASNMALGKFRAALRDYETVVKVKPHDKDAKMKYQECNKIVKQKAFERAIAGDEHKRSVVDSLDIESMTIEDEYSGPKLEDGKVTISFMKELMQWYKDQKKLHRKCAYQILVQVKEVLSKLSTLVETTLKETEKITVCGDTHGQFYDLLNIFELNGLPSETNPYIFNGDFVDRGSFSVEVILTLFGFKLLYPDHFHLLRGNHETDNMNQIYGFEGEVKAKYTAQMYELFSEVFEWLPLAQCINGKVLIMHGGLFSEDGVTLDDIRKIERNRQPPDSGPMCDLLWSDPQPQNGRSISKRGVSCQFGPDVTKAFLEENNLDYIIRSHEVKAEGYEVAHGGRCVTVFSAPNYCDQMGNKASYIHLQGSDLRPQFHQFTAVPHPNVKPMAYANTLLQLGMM
core dimer inh: inhibitors of HCV core protein dimerization, primary screen, biochemical, TR-FRET, high-throughput. TR-FRET GST/Flag-core106 dimerization, 1536-well. inhibition, % at 5 µM. AID 1899, 2009. actives 0.33% (n = 300,000);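 active = inhibition above the mean of all tested compounds plus 3 SD, set per screening campaign, cut at about 45% in these data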
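Assay system – GST-tagged and Flag-tagged HCV core protein residues 1-106 · Quantity – core106 proteins, GST 13.5 nM and Flag 17 nM · Benchmarks – unlabelled core106 and no-GST-core106 wells · Read-out basis – percent inhibition of core106 dimerization signal · Detection – time-resolved FRET, ex 340 nm, em 617 and 671 nm · Schedule – 4 h at 22.5 °C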
CTSL1 counter: Fasciola hepatica cathepsin L1 inhibitors, primary screen, counter-screen for PFM18AAP inhibitor project, biochemical, QFRET, fluorogenic peptide substrate. AID 1906, 2009. recombinant F. hepatica cathepsin L1, Z-Leu-Arg-MCA fluorescence. actives 0.49% (n = 300,000). inhibition, % at 5.96 µM;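 active = inhibition above the mean of all tested compounds plus 3 SD, set per screening campaign, cut at about 17% in these data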;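 also: 0% = plate median of test compound wells and 100% = 1 µM Z-Phe-Ala-diazomethylketone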
proCasp7 act: procaspase-7 activators, primary screen, counter-screen for procaspase-3 activator project, biochemical, absorbance, HTS, human | activation, % at 8.5 µM | Caspase-7 (Homo sapiens), P55210 | recombinant procaspase-7, Ac-DEVD-pNA absorbance 405 nm; D23A/D198A/D206A triple mutant, cannot self-cleave; scale: DMSO 0, 5 µM enzyme 100 | actives 0.093% (n = 330,000);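 active = percent activation above the screen-wide mean plus 3 SD, cut at about 25% in these data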
Target sequence (P55210 whole entry D23A/D198A/D206A): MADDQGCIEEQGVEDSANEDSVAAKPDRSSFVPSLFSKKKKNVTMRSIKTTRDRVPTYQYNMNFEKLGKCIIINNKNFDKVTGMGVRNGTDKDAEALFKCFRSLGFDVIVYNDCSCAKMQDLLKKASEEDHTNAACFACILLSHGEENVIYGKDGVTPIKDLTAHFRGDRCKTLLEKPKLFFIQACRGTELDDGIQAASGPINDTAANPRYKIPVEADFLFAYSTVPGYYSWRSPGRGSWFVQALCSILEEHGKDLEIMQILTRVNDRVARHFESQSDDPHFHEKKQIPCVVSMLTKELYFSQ
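Detection: p-Nitroaniline absorbance at 405 nm, read at 0 and 120 min; system: Uncleavable procaspase-7 mutant enzyme; evaluation: % activation from two-timepoint absorbance difference, scaled to controls; times: 1 h enzyme–compound preincubation and 2 h substrate reaction, both 25 °C; buffer or medium: Zinc-free HEPES pH 7.4 with 300 mM NaCl, 0.01% Triton X-100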
Efflux pump mplx: inhibitors of Candida efflux pumps in yeast, primary screen, S. cerevisiae, Nile Red, multiplex; S. cerevisiae Candida pump triplex; inhibition, % at 10 µM; actives 0.44% (n = 330,000);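 active = plate passing quality check with inhibition over a set limit, or well fluorescence over plate mean plus 4 SD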;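 also: Nile Red retained in pooled yeast measured as flow cytometry median fluorescence; 0% = buffer negative control and 100% = Enniatin B positive control; higher means more Nile Red kept so more efflux inhibition; some compounds called inactive have numbers as strong as hits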
GASC-1 inh: inhibitors of GASC-1 histone demethylase, primary screen, biochemical, fluorescence, DELFIA europium. AID 2099, 2009. actives 0.069% (n = 330,000). inhibition, % at 2.35 µM. Lysine-specific demethylase 4C (Homo sapiens), Q9H3R0. GST-JMJD2C(1-420) H3K9me3 demethylation;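 active = more than half of a compound's replicate wells show inhibition beyond 50%, single wells judged on their own value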;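 also: signal counts dimethyl H3K9 product captured on neutravidin plate; 0% = median of DMSO wells and 100% = 0.3 times that DMSO median; strong numbers were not always called active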
PP1 inh: PP1-alpha phosphatase inhibitors, primary screen, counter-screen for PP5 inhibitor project, biochemical, fluorescence, OMFP substrate, single point; Serine/threonine-protein phosphatase PP1-alpha catalytic subunit (Homo sapiens), P62136; purified PP1alpha; inhibition, % at 6.7 µM; actives 0.9% (n = 320,000);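 active = inhibition above the mean inhibition of all tested compounds plus 3 SD, computed separately for each screening campaign, cut at about 15% in these data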
proCasp3 act: activators of human procaspase-3 D3A mutant, primary screen, biochemical, absorbance, PC-3 D3A mutant, single concentration. Caspase-3 (Homo sapiens), P42574. recombinant procaspase-3 D3A, Ac-DEVD-pNA absorbance 405 nm. activation, % at 8.5 µM. actives 0.11% (n = 330,000). AID 463141, 2010;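 active = activation above the mean of all tested compounds plus 3 SD, cut at about 21% in these data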;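 also: 0% = DMSO alone and 100% = DMSO wells spiked with extra 5 µM PC-3 D3A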
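Technique: 405 nm absorbance of p-nitroaniline, reads at 0 and 120 min; Test system: Procaspase-3 D3A mutant; Incubation: 1 h enzyme-compound preincubation, then 2 h substrate reaction, 25 °C; Repeats: singlicate, each compound tested once; Benchmarks: low control DMSO wells, high control DMSO plus 5 µM PC-3 D3A.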
TPT1 inhibitor: Candida albicans TPT1 enzyme inhibitors, primary screen, biochemical, fluorescence polarization | tRNA 2'-phosphotransferase TPT1 (Candida albicans SC5314) | recombinant caTPT1, FP RNA substrate dephosphorylation | inhibition, % at 5 µM | actives 0.81% (n = 300,000);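 active = inhibition above the mean of all tested compounds plus 3 SD, set per screening campaign, cut at about 24% in these data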;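 also: plate controls were DMSO alone for no effect and ferristatin control at 100 nM for full effect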
An asterisk follows results filed as active; / = not tested or not shown; & = joins results of further samples.

1. COc1ccc(CN2C3CCC2CC(NC(=O)c2cccc(F)c2)C3)cc1 (stereo unspecified)
2. COc1ccc(SCCN2CC[C@@H](C(C)(C)C)CCC2=O)cc1
3. CC(NC(=O)COC(=O)c1ccc(N(C)C)cc1)c1ccccc1 (stereo unspecified)
4. C[C@@]12CC(=O)NC1N(C(=O)c1ccccc1)C(c1ccccc1OC(=O)c1ccccc1)C2 (stereo partly specified)
5. CCOCC(=O)Nc1ccccc1C(=O)OCC

| entry no. | 1 | 2 | 3 | 4 | 5 |
| --- | --- | --- | --- | --- | --- |
| proCasp3 act | 0 | 6 | -3 | 6 | -6 |
| GASC-1 inh | -4 | -15 | 178 | 2 | 1 |
| CTSL1 counter | 2 | / | 0 | 4 | -2 |
| PP5 primary | -0.4 | 3.3 | 1.4 | 0.5 | 2.7 |
| core dimer inh | 2 | / | -3 | 2 | -6 |
| TPT1 inhibitor | -2 | / | -7 | -2 | -5 |
| proCasp7 act | -3 | -11 | 4 | 4 | 1 |
| Efflux pump mplx | -0.1 | 0.2 | 0.0 | 0.2 | 0.0 |
| PP1 inh | 3 | 4 | -3 | -2 | -2 |

6. O=[N+]([O-])c1ccc(N2CCc3ccccc3C2)cc1
7. COc1ccc(NC(=O)CN2C(=O)C(C)Oc3ccccc32)c(OC)c1 (stereo unspecified)
8. CCCCc1ccc(-c2csc(/C(C#N)=C/c3ccc(C)o3)n2)cc1
9. CC(=O)Nc1ccc(NS(=O)(=O)c2cc(Cl)sc2Cl)cc1
10. COc1ccc(F)cc1COc1nc(C)nc2ccccc12

| entry no. | 6 | 7 | 8 | 9 | 10 |
| --- | --- | --- | --- | --- | --- |
| proCasp3 act | -15 | 2 | -13 | 6 | 1 |
| GASC-1 inh | -1 | 14 | 7 | 23 | -3 |
| CTSL1 counter | 6 | 1 | 1 | 1 | 3 |
| PP5 primary | -4.1 | -0.6 | -0.3 | -1.8 | 1.5 |
| core dimer inh | -27 | -1 | 2 | 0 | -13 |
| TPT1 inhibitor | -1 | 2 | 11 | -2 | 1 |
| proCasp7 act | -13 | -2 | -16 | -3 | 6 |
| Efflux pump mplx | 0.0 | 0.5 | 0.2 | -0.1 | -0.1 |
| PP1 inh | 6 | -2 | -2 | -3 | -6 |

11. Cc1c(Nc2nc3ccccc3nc2NS(=O)(=O)c2cccc(Cl)c2)c(=O)n(-c2ccccc2)n1C
12. O=C(NCc1ccccc1)c1cc[n+](Cc2ccccc2)cc1
13. CN(Cc1ccccn1)Cc1nc(-c2ccc(Cl)cc2)no1
14. CC12C=CC(=O)C=C1CCC1C2C(=O)C[C@@]2(C)C1CCC2(O)C(=O)CO (stereo partly specified)
15. COc1cc(/C=C(\C#N)C(=O)c2ccc(O)c(O)c2)cc(I)c1O

| entry no. | 11 | 12 | 13 | 14 | 15 |
| --- | --- | --- | --- | --- | --- |
| proCasp3 act | -1 | 3 | -5 | 8 | -9 |
| GASC-1 inh | -7 | -19 | 1 | 4 | / |
| CTSL1 counter | -1 | 2 | 2 | 2 | 3 |
| PP5 primary | 1.6 | 1.3 | 1.1 | 0.5 | 0.2 |
| core dimer inh | 10 | -1 | -1 | 10 | -17 |
| TPT1 inhibitor | 0 | 4 | 4 | 0 | 129* |
| proCasp7 act | -3 | -1 | -10 | 21 | -4 |
| Efflux pump mplx | 0.2 | 0.0 | 0.1 | 0.0 | 0.7 |
| PP1 inh | 1 | 3 | -1 | -1 | 3 |

Complete entries as entered above. Screens in order: proCasp3 act	GASC-1 inh	CTSL1 counter	PP5 primary	core dimer inh	TPT1 inhibitor	proCasp7 act	Efflux pump mplx	PP1 inh
COc1cc(/C=C(\C#N)C(=O)c2ccc(O)c(O)c2)cc(I)c1O reads -9	/	3	0.2	-17	129*	-4	0.7	3
Cc1c(Nc2nc3ccccc3nc2NS(=O)(=O)c2cccc(Cl)c2)c(=O)n(-c2ccccc2)n1C reads -1	-7	-1	1.6	10	0	-3	0.2	1
CC12C=CC(=O)C=C1CCC1C2C(=O)C[C@@]2(C)C1CCC2(O)C(=O)CO (stereo partly specified) reads 8	4	2	0.5	10	0	21	0.0	-1
O=C(NCc1ccccc1)c1cc[n+](Cc2ccccc2)cc1 reads 3	-19	2	1.3	-1	4	-1	0.0	3

Following part:
16. Cc1ccc(C(=O)Nc2ccc(Nc3ccccc3)cc2)c(Cl)c1
17. CCCCOC(=O)Cn1c(=O)n(CC(=O)OCCCC)c2cc(C)ccc21
18. COCCN(CC(=O)Nc1cccc(C)c1C)C(=O)c1cc2c(s1)CCC2
19. Cc1cc(OCC(=O)N2CCC(O)CC2)c2c(C)cc(=O)oc2c1
20. COCCn1nnnc1C(C(C)C)N(Cc1cccnc1)Cc1ccccc1Cl (stereo unspecified)

| entry no. | 16 | 17 | 18 | 19 | 20 |
| --- | --- | --- | --- | --- | --- |
| proCasp3 act | -2 | 0 | 2 | -6 | -4 |
| GASC-1 inh | 22 | 3 | 2 | 8 | 0&-27 |
| CTSL1 counter | 0 | 1 | / | 1 | 9 |
| PP5 primary | 1.8 | 5.3 | 1.9 | 1.6 | 0.9 |
| core dimer inh | -12 | 2 | / | 3 | 1 |
| TPT1 inhibitor | -4 | 2 | / | 6 | 2 |
| proCasp7 act | 5 | 27* | 8 | 3 | 15 |
| Efflux pump mplx | 0.0 | 0.1 | 0.0 | 0.1 | -0.1 |
| PP1 inh | 5 | 6 | -2 | -5 | 0 |

Five of the compounds above, with values under each structure:
Below each SMILES – proCasp3 act | GASC-1 inh | CTSL1 counter | PP5 primary | core dimer inh | TPT1 inhibitor | proCasp7 act | Efflux pump mplx | PP1 inh
16	Cc1ccc(C(=O)Nc2ccc(Nc3ccccc3)cc2)c(Cl)c1
 : -2 | 22 | 0 | 1.8 | -12 | -4 | 5 | 0.0 | 5
17	CCCCOC(=O)Cn1c(=O)n(CC(=O)OCCCC)c2cc(C)ccc21
 : 0 | 3 | 1 | 5.3 | 2 | 2 | 27* | 0.1 | 6
18	COCCN(CC(=O)Nc1cccc(C)c1C)C(=O)c1cc2c(s1)CCC2
 : 2 | 2 | / | 1.9 | / | / | 8 | 0.0 | -2
19	Cc1cc(OCC(=O)N2CCC(O)CC2)c2c(C)cc(=O)oc2c1
 : -6 | 8 | 1 | 1.6 | 3 | 6 | 3 | 0.1 | -5
20	COCCn1nnnc1C(C(C)C)N(Cc1cccnc1)Cc1ccccc1Cl (stereo unspecified)
 : -4 | 0&-27 | 9 | 0.9 | 1 | 2 | 15 | -0.1 | 0

Other results follow.
21. CCOc1ccc(OCC)c(NC(=O)C2CCN(S(=O)(=O)c3c(C)[nH]c(=O)[nH]c3=O)CC2)c1
22. Cc1c(NC(=O)C(C)n2cc([N+](=O)[O-])cn2)c(=O)n(-c2ccccc2)n1C (stereo unspecified)
23. COc1ccc(OC)c(NC(=O)COC(=O)CCS(=O)(=O)c2ccc(Cl)cc2)c1
24. O=C(CSc1nccc(=O)[nH]1)c1ccccc1Br
25. COc1ccc(C2CC(=O)Nc3sc(=N)c4c(N)c(C#N)c(N)nc4c32)cc1OC (stereo unspecified)
26. CCOc1c(Cl)cc(CNCC(O)c2ccccc2)cc1OC (stereo unspecified)
27. COc1ccc(-c2cc(C(=O)NCCCN3CCOCC3)on2)cc1OC
28. COC(=O)c1[nH]c2ccccc2c1NS(=O)(=O)c1ccc(OC)cc1OC

| entry no. | 21 | 22 | 23 | 24 | 25 | 26 | 27 | 28 |
| --- | --- | --- | --- | --- | --- | --- | --- | --- |
| proCasp3 act | 12 | 5 | -2 | -10 | -12 | -4 | -2 | 5 |
| GASC-1 inh | -21 | 3 | 3 | 19 | 1 | -14 | -1 | -33 |
| CTSL1 counter | 1 | 0 | / | 3 | 4 | -2 | 5 | -9 |
| PP5 primary | -0.7 | -0.3 | / | 2.4 | 1.0 | 1.5 | -0.4 | -2.5 |
| core dimer inh | 1 | -2 | / | 0 | -1 | -5 | 2 | 3 |
| TPT1 inhibitor | -4 | 3 | / | -3 | -1 | 0 | -2 | -2 |
| proCasp7 act | -1 | 12 | 6 | 1 | -7 | -2 | 6 | 3 |
| Efflux pump mplx | -0.1 | 0.1 | 0.0 | 0.0 | -0.2 | 0.0 | 0.1 | -0.1 |
| PP1 inh | 0 | -6 | / | -3 | 1 | 0 | -1 | -4 |
